NR1D1 modulator: modulators of Rev-erb alpha DNA binding, primary screen, biochemical, FITC-DNA, fluorescence polarization, uHTS; Rev-erbα–FITC-DNA binding, 90 min; activity, % at 10 µM; 0.79% of 370,000 active;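 active = activity above about 14%, limit read from the data; passing the limit was not always enough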;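 note: 0% = DMSO wells with 35 nM protein and 100% = DMSO wells with 750 nM protein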
UHRF1 MBD2 ctr: UHRF1 methylated DNA binding inhibitors, primary screen, counter-screen for MBD2 inhibitor project, biochemical, TR-FRET, human UHRF1, single concentration; E3 ubiquitin-protein ligase UHRF1 (Homo sapiens), Q96T88; UHRF1 binding to methylated oligo; inhibition, % at 4.4 µM; 0.75% of 370,000 active; in the data active = inhibition above about 21%;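 note: UHRF1 SRA domain binding a hemimethylated CpG hairpin DNA probe; 0% = median of test compound wells and 100% = reference inhibitor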
PLCb3 inh: human PLC-beta3 inhibitors, primary screen, biochemical, fluorescence. 1-phosphatidylinositol 4,5-bisphosphate phosphodiesterase beta-3 (Homo sapiens), Q01970. Purified PLC-beta3, fluorogenic substrate. inhibition, % at 12.2 µM. 0.18% of 370,000 active; in the data active = inhibition above about 11%;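 note: 0% = median of compound wells on plate and 100% = full blocker control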
ARFGAP1 inhibitor: inhibitors of rat ARFGAP1 GAP activity, primary screen, biochemical, fluorescence polarization, GDP tracer; ADP-ribosylation factor GTPase-activating protein 1 (Rattus norvegicus), Q62848; Arfgap1-stimulated ARF1 GTP hydrolysis, GDP FP detection; inhibition, % at 16.5 µM; 0.26% of 360,000 active; AID 651572, 2012;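 active = inhibition above a per-plate limit, mean inhibition of low control wells plus 3 SD, cut at about 25% in these data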;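 note: 0% = DMSO wells with enzyme and 100% = wells lacking Arfgap1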
Target sequence (Q62848 1-136 limits assumed): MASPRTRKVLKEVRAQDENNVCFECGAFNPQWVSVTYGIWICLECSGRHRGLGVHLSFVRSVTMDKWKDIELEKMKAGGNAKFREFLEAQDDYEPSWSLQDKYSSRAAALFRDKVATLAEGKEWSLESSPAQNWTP
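Replicates: Single well per compound | Assay system: Truncated rat Arfgap1 GAP domain | Control set: No-Arfgap1 wells (100%) versus DMSO full-reaction wells (0%) | Times: Enzyme reaction 120 min at 25 °C after 20 min preincubation | Reagent: Human ARF1(Δ1-17)-GTP substrate | Measured by: Tracer-displacement fluorescence polarization with EDTA stop, 620/688 nm | Measure: Percent inhibition of Arfgap1-stimulated GTP hydrolysis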
Tn7 DDE FP: inhibitors of Tn7 peptide binding to fibrin DD(E), primary screen, biochemical, fluorescence polarization, human fibrin, Tn7 probe. Fibrinogen beta chain (Homo sapiens), P02675. FP displacement of FITC-Tn7 peptide from fibrin DD(E); 0% = median of compound wells per plate. inhibition, % at 8.3 µM. 0.13% of 370,000 active. AID 720508, 2013;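 active = inhibition above the mean of compounds falling within the control limits plus 3 SD of them, cut at about 14% in these data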;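 note: 0% = plate median of compound wells and 100% = 10 µM Aha-Tn7 peptide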
Target sequence (P02675 whole entry, looked up): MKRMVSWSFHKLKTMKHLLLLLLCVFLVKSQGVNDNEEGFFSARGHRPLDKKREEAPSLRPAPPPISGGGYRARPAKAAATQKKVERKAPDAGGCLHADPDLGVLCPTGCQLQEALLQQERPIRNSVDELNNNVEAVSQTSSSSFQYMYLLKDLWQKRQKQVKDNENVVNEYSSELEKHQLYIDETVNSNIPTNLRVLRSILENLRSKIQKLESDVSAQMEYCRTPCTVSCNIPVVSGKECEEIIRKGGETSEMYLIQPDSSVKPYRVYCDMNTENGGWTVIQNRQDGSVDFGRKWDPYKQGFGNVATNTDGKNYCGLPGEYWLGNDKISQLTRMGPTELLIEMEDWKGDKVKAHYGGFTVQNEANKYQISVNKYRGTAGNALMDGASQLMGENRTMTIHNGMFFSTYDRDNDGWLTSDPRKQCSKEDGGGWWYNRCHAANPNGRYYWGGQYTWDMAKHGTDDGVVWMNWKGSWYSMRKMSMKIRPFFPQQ
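Test system – human fibrin DD(E) · Times – 10 min preincubation, 3 h with tracer, room temperature · Detection – fluorescence polarization of the labelled Tn7 tracer · Measure – percent inhibition normalized to high-control wells · Benchmarks – high control wells with 10 µM unlabelled Aha-Tn7 peptide (full inhibition) · Repeats – singlicate testing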
ASAP1 inh: inhibitors of human ASAP1 ArfGAP activity, primary screen, biochemical, fluorescence polarization; Arf-GAP with SH3 domain, ANK repeat and PH domain-containing protein 1 (Homo sapiens), …; ASAP1-stimulated ARF1 GTP hydrolysis, GDP FP detection; inhibition, % at 16.5 µM; 0.19% of 360,000 active; AID 624377, 2012; in the data active = inhibition above about 25%;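 note: 0% = vehicle with enzyme and substrate and 100% = no enzyme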
HGIII-sPLA2 inh: human group III sPLA2 inhibitors, primary screen, biochemical, QFRET, BODIPY PC-A2 liposome substrate. Group 3 secretory phospholipase A2 (Homo sapiens), Q9NZ20. QFRET BODIPY PC-A2 liposome hydrolysis, fluorescence. inhibition, % at 12.2 µM. 0.56% of 370,000 active. AID 743126, 2013;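 active = inhibition above mean plus 3 SD of compounds lying within the high and low control bounds, cut at about 19% in these data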;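 note: 0% = median of test compound wells and 100% = no enzyme DMSO wells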
Tn6 DDE FP: inhibitors of Tn6 peptide binding to fibrin DD(E), primary screen, biochemical, fluorescence polarization, human fibrin, Tn6 probe; Fibrin DD(E) TRITC-Tn6 fluorescence polarization displacement; inhibition, % at 8.3 µM; 0.21% of 370,000 active; AID 720509, 2013;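 active = inhibition above a per-campaign cutoff: mean of compounds within control limits plus 3 SD, cut at about 15% in these data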;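 note: 0% = median of all compound wells on the plate and 100% = blocking peptide control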
PLCg1 inh: PLC-gamma1 enzyme inhibitors, primary screen, biochemical, fluorescence, purified enzyme; 1-phosphatidylinositol 4,5-bisphosphate phosphodiesterase gamma-1 (Homo sapiens), P19174; fluorogenic substrate; inhibition, % at 12.2 µM; 0.84% of 370,000 active; in the data active = inhibition above about 9.5%
KLK7 zymogen act: proKLK7 zymogen activators, primary screen, biochemical, fluorescence intensity; purified proKLK7, EDANS-DABCYL substrate fluorescence; 100% is mature enzyme control, 0% vehicle; activation, % at 7 µM; 0.9% of 370,000 active;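 active = activation above the mean of all tested compounds plus 3 SD, computed per campaign excluding outliers beyond control limits, cut at about 13% in these data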
Target sequence (P49862 whole entry, looked up): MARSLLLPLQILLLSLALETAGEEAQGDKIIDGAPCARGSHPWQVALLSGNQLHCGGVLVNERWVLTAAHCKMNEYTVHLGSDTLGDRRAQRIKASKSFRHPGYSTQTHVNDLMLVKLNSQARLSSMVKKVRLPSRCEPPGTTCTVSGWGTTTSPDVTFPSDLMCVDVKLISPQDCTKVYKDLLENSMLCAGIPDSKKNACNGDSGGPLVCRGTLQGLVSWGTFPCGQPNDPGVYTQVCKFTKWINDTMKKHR
* = called active by the depositor; i = inactive; · = not tested or not shown.

SMILES	NR1D1 modulator	UHRF1 MBD2 ctr	PLCb3 inh	ARFGAP1 inhibitor	Tn7 DDE FP	ASAP1 inh	HGIII-sPLA2 inh	Tn6 DDE FP	PLCg1 inh	KLK7 zymogen act
Cc1cc(C)c2c(c1)/C(=N/NC(=S)Nc1ccc(F)cc1)CCC2	-3	-4	0	6	-5	2	-4	2	-2	-0.4
COc1ccc(N2C(=O)C3CCCN3C2c2ccccc2Cl)cc1 (configuration not stated)	-1	0	3	4	-7	4	-2	4	5	0.0
Cc1cccc(NC(=O)CN(C)C(=O)/C=C/c2ccccc2)c1C	3	1	-3	6	1	-18	6	8	0	0.7
CC(NC(=S)NCc1ccccc1)C12CC3CC(CC(C3)C1)C2 (configuration not stated)	-2	-1	2	12	6	-4	4	1	-1	0.8
CCCc1nc2ccccc2c(NC(=O)CN(CC)CC)c1CC	-3	0	0	6	1	5	0	-3	1	-0.8
O=C(Nc1cccc(-n2cnnn2)c1)c1cc2ccccc2o1	-10	-2	-7	15	0	10	4	-2	1	1.3
CN(C)S(=O)(=O)c1ccc(Cl)c(NC(=O)CN2C(=O)NC(C)(C3CC3)C2=O)c1 (configuration not stated)	-7	-2	-4	5	5	-4	-1	5	2	0.2
O=C(/C=C/c1c(Cl)cccc1Cl)NCc1ccco1	3	4	-1	7	2	-1	11	-4	-1	-0.6
O=C(C[C@H]1CC[C@@H](NC(=O)Nc2ccc3c(c2)OCO3)[C@@H](CO)O1)NCc1ccccc1	5	-2	1	6	-3	-11	-3	-1	1	0.7
COc1ccc(C(=O)COC(=O)c2cc(=O)[nH]c3ccccc23)c(OC)c1	77*	1	-16	2	4	9	3	6	-7	-1.9
Cc1ccc(N=C2C(=O)Nc3ccccc32)c(C)c1	-2	-6	-8	1	-7	-4	6	11	3	-0.6
Cc1ccc(NC(=O)CN2C(=O)N/C(=C/c3ccc4c(c3)OCCO4)C2=O)cc1	-3	3	-14	8	4	16	3	-7	0	-0.9
CC1OC1c1ccc(-c2ccc(C3OC3C)cc2)cc1 (configuration not stated)	0	2	-3	-6	2	-14	6	1	2	0.4
CC(C)(C)Cc1c(-c2ccc(Cl)cc2)nc2ccc(Br)cn12	0	11	1	0	5	-17	3	-4	1	0.2
COc1ccc(-c2cc([C@H]3[C@@H]4C=CCC[C@@]4(C)C(=O)N3Cc3ccccc3)ccc2F)cc1	5	-2	0	14	4	-7	7	-7	3	-0.1
CC(=O)CN1Cc2ccccc2/C1=N\C(=O)Nc1ccccc1	-4	1	-9	6	-6	-10	4	-3	-8	0.8
Cc1cc(C)n2nc(-c3cccc(Br)c3)cc2n1	-1	-2	-74	-2	-1	11	2	-2	-49	-1.5
CCOC(=O)N1CCC(=NNc2ccnc3cc(Cl)ccc23)CC1	-1	-3	-13	7	-4	1	-3	-4	-16	0.2
O=C(Nc1sc2c(c1C(=O)O)CCCC2)c1ccc(F)cc1	0	2	-107	10	-2	4	-8	0	-90	1.1
COC(=O)C1CCN(C(=O)COc2ccc(S(=O)(=O)N3CCOCC3)cc2Cl)CC1	3	2	-2	13	-6	-6	10	-8	2	0.0
COCCN(CC(=O)Nc1cccc(C)c1C)C(=O)Cn1c(=O)cnc2ccccc21	2	0	-2	4	3	7	-2	-1	1	0.5
Cc1ccc(C(=O)NC2CCCc3c2cnn3-c2ccc(F)cc2F)cn1 (configuration not stated)	2	-3	-4	3	1	5	4	5	0	0.1
COc1cccc(CNC(=O)CCC2CCCN(Cc3cc4ccccc4o3)C2)c1 (configuration not stated)	-5	1	3	0	6	-8	-9	-1	3	-0.8
Fc1ccccc1N1CCN(CC2CCCCC2)CC1	-4	0	-1	6	1	2	10	2	4	-0.1

2 records drawn at random from those above:
SMILES	NR1D1 modulator	UHRF1 MBD2 ctr	PLCb3 inh	ARFGAP1 inhibitor	Tn7 DDE FP	ASAP1 inh	HGIII-sPLA2 inh	Tn6 DDE FP	PLCg1 inh	KLK7 zymogen act
Fc1ccccc1N1CCN(CC2CCCCC2)CC1	-4	0	-1	6	1	2	10	2	4	-0.1
COC(=O)C1CCN(C(=O)COc2ccc(S(=O)(=O)N3CCOCC3)cc2Cl)CC1	3	2	-2	13	-6	-6	10	-8	2	0.0

Going on with the list.
SMILES	NR1D1 modulator	UHRF1 MBD2 ctr	PLCb3 inh	ARFGAP1 inhibitor	Tn7 DDE FP	ASAP1 inh	HGIII-sPLA2 inh	Tn6 DDE FP	PLCg1 inh	KLK7 zymogen act
N#Cc1cnn2c3c(cnc12)C(=O)N1CCc2ccccc2C1C3 (configuration not stated)	8	0	-37	0	-4	-4	-36	1	-33	77*
Cc1[nH]c(=S)c(C#N)c(C)c1Cc1ccc(Cl)cc1Cl	-2	-2	-5	-1	-4	-17	-15	2	0	0.3
CCOC(=O)C1CCCN(C(=O)CCn2nc(-c3ccccc3)ccc2=O)C1 (configuration not stated)	-2	2	3	-1	4	-4	5	0	-1	0.2
CC(=O)Nc1ccc(CN2CCC(N3CCC(C(=O)NC4CC4)CC3)CC2)cc1	-5	1	0	-10	6	-5	-7	4	-1	0.6
Cc1ccc(Nc2nc(N)nc(CSCCO)n2)cc1	3	0	-1	-10	0	8	5	6	1	-0.2
CCN(CC)c1c2c(c(C#N)c3nc4ccccc4n13)CCC2	11	1	-85	-5	-2	-4	-3	-3	-70	0.0
CCCOc1ccc(-c2nnc(N)s2)cc1	-4	0	2	-1	-6	16	-3	1	2	0.1
COc1ccc(CN2C(=O)c3ccccc3C2C(=O)NC2CCC(C)CC2)c(OC)c1 (configuration not stated)	-3	-2	-4	5	-1	-4	2	6	0	0.5
C/C(=N\NC(=O)c1csc2ccccc12)c1ccc(O)cc1	-1	-1	-1	7	1	-9	-5	-5	0	0.4
CC(C(=O)N(C)C1CCS(=O)(=O)C1)N1C(=O)/C(=C/c2ccco2)SC1=S (configuration not stated)	-4	13	-15	-14	-8	1	-5	-4	-2	-0.1
CCOC(=O)Cc1csc(NC(=O)CSc2ccc(Br)cc2)n1	6	-2	2	11	-5	6	-22	-6	0	-0.3
O=C(NCc1cccnc1)NC(=O)c1ccc(Cl)cc1	-7	0	-3	-1	-1	3	3	3	1	0.2
O=C(CCC(=O)NC1CCCCC1)NCc1ccc(F)cc1	0	-2	-7	-2	7	7	2	7	1	0.6
C/C=N/NC(=O)CCCC(=O)N/N=C/C	-5	-3	3	-2	-4	6	-1	-5	4	0.5
CC1(C)Cc2c(c(N3CCOCC3)nc3sc4c(NCc5ccccc5)nnnc4c23)CS1	24	1	-41	6	0	1	2	2	-29	-5.7
Cc1ccc(NC(=O)CN2CCN(S(=O)(=O)c3ccc4c(c3)OCCO4)CC2)c(C)c1	-3	-1	3	-3	7	-2	1	0	5	-0.1
COc1ccc(OC)c(S(=O)(=O)Nc2c(C)n(C)n(-c3ccccc3)c2=O)c1	8	2	-3	-4	4	-21	3	0	2	-0.5
O=C(CCN1C(=O)c2ccncc2C1=O)Nc1cc(F)ccc1F	-5	1	-6	-14	6	-1	13	2	0	0.1
CC(CCc1ccco1)NC(=O)c1cccc2c1C(=O)N(C1CCCCC1)C2 (configuration not stated)	1	-4	1	1	6	9	-30	-7	2	0.6
CCCN(CCC)CCNC(=O)CS(=O)Cc1nc(-c2ccc(C)cc2)oc1C (configuration not stated)	0	0	7	10	-4	3	-2	-1	3	0.5
COc1ccc(NC(=O)N(C)C[C@H]2OCCCC[C@H](C)Oc3ccc(NC(=O)Nc4ccc5c(c4)OCO5)cc3C(=O)N([C@@H](C)CO)C[C@@H]2C)cc1	3	-2	1	2	-2	3	-34	-9	2	0.8
Cc1cc(SC(C)C(=O)O)nc2ccccc12 (configuration not stated)	-1	5	-3	-1	4	-4	6	-2	-3	0.4
CCCCNC(=O)C1CC(c2c(Cl)cccc2Cl)=NO1 (configuration not stated)	1	0	1	1	-7	-13	-9	-1	-3	-0.2
COc1ccc(CNC(=O)CN(C(=O)Cn2nnc(-c3ccccc3F)n2)c2ccc(C)cc2)cc1	0	0	0	8	1	0	-1	-3	3	0.0
Cn1c(=O)[nH]c(=O)c2c1nc(CN1CCOCC1)n2Cc1ccccc1	-2	4	-3	6	-4	-1	11	-6	3	0.1
O=C1OCC/C1=C\NCCCN/C=C1\CCOC1=O	-4	4	-2	2	6	-4	16	1	0	0.0
COc1ccc(CCNCC(C)c2ccccc2)cc1 (configuration not stated)	2	-1	-4	5	12	0	-2	-10	0	0.6
Cn1c(SCC(=O)N2CCCCCC2)nnc1-c1ccco1	3	0	-3	5	4	-7	9	0	7	0.0
O=C(Nc1cccc2ccccc12)c1ccc([N+](=O)[O-])cc1	-3	3	-2	5	-3	-3	0	0	0	-0.3
O=C(Cn1c(NCCCO)nc2ccccc21)c1ccc(Cl)cc1	-3	1	-2	5	-6	5	-39	-5	5	0.1
CCCCn1c(N)c(N(CC(C)C)C(=O)CCCc2cccs2)c(=O)[nH]c1=O	-3	2	-7	13	-5	-10	1	3	-1	-0.2
CC(C)(C)c1ccc(-c2cn(C[C@H](Cc3ccccc3)n3c(=O)c4ccccc4n3Cc3ccco3)nn2)cc1	1	3	-32	·	-3	·	7	-11	-16	-2.0
CC(C)OC(=O)c1c(NC(=O)c2ccco2)sc2c1CCCCC2	-5	-2	-26	-9	7	-5	1	0	-16	0.4
CCOC(=O)c1ccc(COc2nc3ccccc3nc2-c2ccccc2NC(C)=O)o1	6	3	4	-7	-1	-19	10	2	-3	-0.5
O=C(Cn1[nH]c(=O)c2ccccc2c1=O)OCC(=O)c1ccc(F)cc1	-1	1	-5	-8	5	0	5	0	-4	0.0
C=CCn1cc(CN2CCC(C(=O)Nc3ccc(Oc4cccnc4)cc3)CC2)c(C)n1	-7	2	0	-3	-7	4	2	-2	-1	-0.2
COC(=O)c1ccc(-c2sc3nc(N4CCOCC4)c4c(c3c2N)CC(C)(C)OC4)o1	-1	2	i	9	4	-6	-20	1	-421	-2.0
Cc1ccc(SCC(=O)Nc2ccccc2C(=O)O)cc1	-9	2	-4	-3	-3	4	-3	3	0	-0.3
CN(C(=O)c1ccccc1Cl)c1ccccc1C(=O)NCCc1ccccc1	-5	-1	-9	-5	4	-14	5	3	-1	0.1

Source: PubChem BioAssay (several laboratories)
